# Assay outcomes deposited in PubChem BioAssay by several laboratories.
# NALP1 yeast inh: blocks the NALP1 inflammasome reconstituted in yeast; S. cerevisiae NALP1/ASC/caspase-1 growth, X-gal OD620, 72 h; inhibition, % at 10 µM; 280,000 compounds, 0.61% hits; AID 2071; in the data active = inhibition mostly above about 24%, no sharp cut-off; inactive = mostly below about 32%; note: some compounds called inactive have numbers as strong as hits
# GPR7 antag: blocks human GPR7 receptor signaling | 290,000 compounds, 1.1% hits | GPR7-expressing cells, fluorescence antagonist assay | inhibition, % at 4.4 µM; in the data active = inhibition above about 16%, passing the limit was not always enough;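 note: cells stimulated with the agonist NPW; 0% = agonist with vehicle and 100% = vehicle without agonist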
# Target sequence (P48145 whole entry, looked up): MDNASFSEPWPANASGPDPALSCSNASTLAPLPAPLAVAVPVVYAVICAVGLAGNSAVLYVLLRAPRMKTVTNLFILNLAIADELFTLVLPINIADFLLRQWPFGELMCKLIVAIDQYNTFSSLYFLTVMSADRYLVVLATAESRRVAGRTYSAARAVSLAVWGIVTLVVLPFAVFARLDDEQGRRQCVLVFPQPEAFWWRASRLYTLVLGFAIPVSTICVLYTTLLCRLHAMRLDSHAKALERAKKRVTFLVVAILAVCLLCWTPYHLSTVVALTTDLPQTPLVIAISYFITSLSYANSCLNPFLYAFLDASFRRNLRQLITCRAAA
# GalR3 antagonist: antagonists of human GalR3 | HEK293 GalR3-CNG cAMP membrane potential fluorescence; galR3 body fused to GalR1 C-terminus | inhibition, % at 3 µM | 360,000 compounds, 0.44% hits | AID 651719;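 active = inhibition above the screen-wide average plus 3 SD, cut at about 13% in these data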;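 note: forskolin and galanin both at EC90 stimulate the cells; cAMP rise reported by CNG channel membrane potential dye signal; 0% = forskolin plus galanin with DMSO and 100% = forskolin alone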
# MEKK2mut PB1 HTS: signal of MEK5 binding to mutant human MEKK2 PB1 domain. bead flow cytometry, Alexa488-MEK5 binding to MEKK2 mutant. 290,000 compounds, 0.35% hits. percent response, % at 10 µM; in the data active = percent response above about 24%, passing the limit was not always enough; note: inactives centre near 1; some results filed as inactive read as strong as hits; reference of the scale not given here
# PHOSPHO1 block: blocks human PHOSPHO1 phosphatase activity; recombinant PHOSPHO1, absorbance phosphatase assay; inhibition, % at 13.3 µM; 290,000 compounds, 1.1% hits; in the data active = inhibition above about 60%
# Target sequence (Q8TCT1 whole entry, looked up): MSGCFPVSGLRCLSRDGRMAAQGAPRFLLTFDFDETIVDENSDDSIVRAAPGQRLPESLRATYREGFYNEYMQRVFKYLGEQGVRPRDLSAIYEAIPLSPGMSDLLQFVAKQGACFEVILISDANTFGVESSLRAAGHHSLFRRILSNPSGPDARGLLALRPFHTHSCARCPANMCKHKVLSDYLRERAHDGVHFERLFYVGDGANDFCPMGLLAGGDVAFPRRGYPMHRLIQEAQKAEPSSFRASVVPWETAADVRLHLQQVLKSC
# MEKK3 PB1 HTS: modulators (inhibitors or enhancers) of MEK5 binding to human MEKK3 PB1 domain | Q99759 | bead-based flow cytometry, Alexa488-MEK5 binding to MEKK3; actives lie on both sides; 0 = blocked by unlabeled MEK5, 100 = vehicle | binding response (% of control), % at 10 µM | 290,000 compounds, 1.4% hits | AID 1529;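 active = binding response more than 3 SD above or below the average of its plate-row segment, actives on both sides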;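 note: Alexa488 bead fluorescence after subtracting the streptavidin-only scavenger bead signal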
# OXTR agonist: activates the human oxytocin receptor. CHO-OTR cells, Fluo-8 calcium fluorescence; normalized: DMSO 0%, oxytocin 100%. activation, % at 3 µM. 320,000 compounds, 0.32% hits. AID 2435;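 active = activation above the mean of all tested compounds plus 3 SD, cutoff set per screening run, cut at about 20% in these data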;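 note: peak over basal fluorescence ratio from a 100 s FLIPR kinetic read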
# V1aR counter: counter-screen for oxytocin receptor agonists: human V1a receptor agonists; CHO-V1R cells, Fluo-8 calcium fluorescence, agonist mode; 0% DMSO, 100% 3 nM vasopressin; activation, % at 3 µM; 320,000 compounds, 0.25% hits;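 active = activation above the mean activation of all tested compounds plus 3 SD, per screening run, cut at about 20% in these data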;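 note: signal is peak over basal fluorescence ratio across a 100 second FLIPR read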
# Target sequence (P37288 whole entry, looked up): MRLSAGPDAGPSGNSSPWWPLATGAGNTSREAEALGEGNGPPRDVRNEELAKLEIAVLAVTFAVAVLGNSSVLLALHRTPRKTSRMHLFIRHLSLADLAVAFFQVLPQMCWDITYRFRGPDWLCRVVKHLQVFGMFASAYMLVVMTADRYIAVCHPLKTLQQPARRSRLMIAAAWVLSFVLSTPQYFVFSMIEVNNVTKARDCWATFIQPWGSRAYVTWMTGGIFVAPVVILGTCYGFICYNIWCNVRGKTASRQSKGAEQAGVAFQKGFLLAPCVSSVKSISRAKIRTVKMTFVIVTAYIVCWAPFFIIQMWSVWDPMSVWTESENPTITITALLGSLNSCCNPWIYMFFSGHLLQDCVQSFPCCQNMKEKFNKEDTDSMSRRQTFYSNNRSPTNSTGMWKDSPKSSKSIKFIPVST
# MEKK2wt PB1 HTS: raises or lowers MEK5 binding to wildtype human MEKK2 PB1 domain. Q9Y2U5. bead flow cytometry, Alexa488-MEK5 binding to MEKK2 WT; actives lie on both sides. binding response (% of control), % at 10 µM. 290,000 compounds, 1.1% hits. AID 1531; in the data active = binding response below about 67% or above about 130%
# * = called active by the depositor; / = not tested or not shown; [ ] = another dose, or the depositor's remark.
no.	Compound	NALP1 yeast inh	GPR7 antag	GalR3 antagonist	MEKK2mut PB1 HTS	PHOSPHO1 block	MEKK3 PB1 HTS	OXTR agonist	V1aR counter	MEKK2wt PB1 HTS
1	Nc1cc(N)nc(SCC(=O)N2CCN(S(=O)(=O)c3ccccc3)CC2)n1	/	-6.9	5.4	1.0	0.1	96.0	-0.2	0.1	101.0
2	Cc1nccn1-c1ccc(C=O)cc1	9.9	-2.7	0.8	-7.0	-13.2	102.0	0.6	-0.5	93.0
3	CCc1ccccc1NC(=O)CN1CCC(NC(=O)COC)CC1	4.3	-15.2	-2.1	0.0	-0.7	100.0	-0.8	0.5	97.0
4	COc1ccc(NCC(=O)Nc2ccccc2C#N)cc1Cl	-2.2	-8.3	-3.3	-12.0	11.8	88.0	1.5	1.3	89.0
5	CC(C)(C)n1nnnc1CN(Cc1ccc(F)cc1)Cc1ccco1	30.9	10.9	-1.6	2.0	14.1	101.0	-2.6	-0.2	100.0
6	Cn1c(SCCOc2ccccc2Cl)nnc1-c1ccncc1	12.8	-6.8	-3.9	-7.0	-13.5	87.0	-0.8	0.4	91.0
7	O=C(NC1C2CC3CC(C2)CC1C3)C1CC1 (configuration not stated)	-0.1	-11.1	-3.2	3.0	-21.2	115.0	-0.6	1.5	108.0
8	COc1cc(/C=N/NC(=O)C(=O)NCc2ccco2)cc(Cl)c1O	11.2	-11.2	-6.6	-2.0	22.0	101.0	-1.7	-1.0	99.0
9	Cc1cccc2cc(CNC3CCCC3)c(Cl)nc12	21.7	0.1	-5.0	-5.0	44.9	115.0	0.7	0.1	104.0
10	Cc1cc(C)c2c(N)c(C(=O)c3ccc(Cl)cc3Cl)sc2n1	15.6	-5.5	2.9	0.0	-19.4	105.0	-2.3	-1.1	104.0
11	COc1ccc(-c2ccc3c(N)c(C(=O)c4ccc(OC)c(OC)c4)sc3n2)cc1	33.3	-7.9	-6.1	-14.0	63.0*	96.0	1.3	1.1	81.0
12	CCC(O)C1CCN(C(=O)c2cc(COc3ccc4ncccc4c3)on2)CC1 (configuration not stated)	2.0	12.7	101.4*	-13.0	-10.2	98.0	14.5	12.5	88.0
13	CCCn1nnnc1SCC(=O)NC1CCCC1	-6.5	-3.6	-7.7	-6.0	0.4	100.0	0.6	1.6	98.0
14	CCCCOc1ccc(NC(=O)CN2CCN(C(=O)OCC)CC2)cc1	1.8	-11.4	0.0	2.0	12.7	100.0	-0.6	0.9	110.0
15	O=C(NCCCN1CCCC1)c1ccc2c(c1)N(Cc1ccccc1)CCS2	5.9	5.0	-9.0	12.0	23.9	98.0	1.0	-0.4	127.0
16	CCN(CC)CCN1C(=O)c2oc3ccccc3c(=O)c2C1c1cccc(Br)c1 (configuration not stated)	-21.5	-7.2	0.5	12.0	-3.5	97.0	1.6	0.9	109.0
17	COC(=O)c1cc(S(=O)(=O)N2CCN(c3cccc(Cl)c3)CC2)c[nH]1	11.8	12.2	/	0.0	-14.0	102.0	3.1	3.9	103.0
18	CCn1cc(C(=O)N2CC=C(c3ccccc3)CC2)c(=O)c2ccc(C)nc21	-1.1	-23.4	/	5.0	-14.7	95.0	-1.7	-0.9	104.0
19	c1ccc(-n2cnc3cc(NCc4ccco4)ccc32)cc1	19.8	11.4	5.4	1.0	27.4	97.0	-0.3	-1.2	99.0
20	Cc1ccc(S(=O)(=O)NNC(=O)C(=O)NNc2ccccn2)cc1	-15.5	1.5	-4.7	6.0	-0.4	101.0	0.5	0.9	103.0
21	Cc1cc(OCC(=O)Nc2ccc(S(=O)(=O)N3CCN(C)CC3)cc2)cc(C)c1Cl	1.2	-13.2	-3.2	16.0	10.5	103.0	7.3	6.8	119.0
22	COc1ccc(C(=O)N/N=C(\C)CC(=O)N2CCN(C=O)CC2)cc1	7.5	-13.4	-1.2	4.0	-3.4	111.0	-1.4	-0.4	109.0
23	CC1(C)CC2(CC(c3ccc(F)cc3)c3ccc(O)cc3O2)NC(=S)N1 (configuration not stated)	/	-15.4	1.2	26.0	-78.9	124.0	0.5	1.4	113.0
24	CCC(=O)N1CCc2cc(S(=O)(=O)Nc3ccc4c(c3)OCCO4)ccc21	-22.5	-6.6	-5.8	5.0	5.5	107.0	13.7	11.6	109.0
25	CCOC(=O)C1=NNC(C(=O)c2ccc(Cl)cc2)C1c1ccc(OC)cc1 (configuration not stated)	-0.6	-1.9	-7.0	-4.0	32.0	109.0	-1.8	-0.8	99.0

# Of the compounds above, three have a furan ring, fused or not.
no.	Compound	NALP1 yeast inh	GPR7 antag	GalR3 antagonist	MEKK2mut PB1 HTS	PHOSPHO1 block	MEKK3 PB1 HTS	OXTR agonist	V1aR counter	MEKK2wt PB1 HTS
5	CC(C)(C)n1nnnc1CN(Cc1ccc(F)cc1)Cc1ccco1	30.9	10.9	-1.6	2.0	14.1	101.0	-2.6	-0.2	100.0
8	COc1cc(/C=N/NC(=O)C(=O)NCc2ccco2)cc(Cl)c1O	11.2	-11.2	-6.6	-2.0	22.0	101.0	-1.7	-1.0	99.0
19	c1ccc(-n2cnc3cc(NCc4ccco4)ccc32)cc1	19.8	11.4	5.4	1.0	27.4	97.0	-0.3	-1.2	99.0

# In the list so far, two have fluorine:
no.	Compound	NALP1 yeast inh	GPR7 antag	GalR3 antagonist	MEKK2mut PB1 HTS	PHOSPHO1 block	MEKK3 PB1 HTS	OXTR agonist	V1aR counter	MEKK2wt PB1 HTS
5	CC(C)(C)n1nnnc1CN(Cc1ccc(F)cc1)Cc1ccco1	30.9	10.9	-1.6	2.0	14.1	101.0	-2.6	-0.2	100.0
23	CC1(C)CC2(CC(c3ccc(F)cc3)c3ccc(O)cc3O2)NC(=S)N1 (configuration not stated)	/	-15.4	1.2	26.0	-78.9	124.0	0.5	1.4	113.0

# New compounds follow:
no.	Compound	NALP1 yeast inh	GPR7 antag	GalR3 antagonist	MEKK2mut PB1 HTS	PHOSPHO1 block	MEKK3 PB1 HTS	OXTR agonist	V1aR counter	MEKK2wt PB1 HTS
26	O=C(Cc1ccc(Cl)cc1)Nc1ccc(S(=O)(=O)Nc2cnc3ccccc3n2)cc1	-2.6	-10.2	-1.6	-6.0	17.0	96.0	-0.6	0.4	90.0
27	CC1Oc2ccccc2C=C1/C=N/Nc1ccc(C(=O)O)cc1 (configuration not stated)	-30.7	0.2	13.7*	-14.0	23.7	94.0	9.2	7.8	92.0
28	CNC(=S)N(CCc1c(C)[nH]c2ccc(Cl)cc12)Cc1cccs1	-4.2	11.0	/	0.0	6.2	104.0	7.5	3.5	102.0
29	O=C(O)CSCC(=O)Nc1cc(C(F)(F)F)ccc1Cl	27.6	3.0	-3.7	2.0	3.3	97.0	-0.9	0.6	97.0
30	COc1cc(/C=N/NC(=O)C23CC4CC(CC(C4)C2)C3)cc(Br)c1O	-1.3	-0.7	4.2	3.0	-8.9	109.0	-2.1	-1.4	104.0
31	OC1CCCN(Cc2ccccc2)C1 (configuration not stated)	18.3	0.7	-12.4	0.0	9.4	95.0	8.2	0.2	95.0
32	CC(=O)Nc1ccc(S(=O)(=O)N(Cc2ccccc2)C(C)C)cc1	-6.5	10.2	-5.8	-18.0	36.6	1.0*[inhibitor]	-0.8	0.9	1.0*[inhibitor]
33	CCOc1ccc(OCC)c(NC(=O)CN2CCN(c3cccc(C)c3C)CC2)c1	-4.3	-6.7	-3.8	2.0	-4.2	104.0	-0.3	0.0	101.0
34	Cn1c(SCC(=O)Nc2ccccc2F)nnc1-c1cccnc1	33.5	-1.9	-1.6	2.0	2.0	98.0	1.9	0.0	97.0
35	CN(C)/C=C\C(=C/C(=O)C(F)(F)F)Nc1ccccc1Oc1ccccc1	8.1	-5.1	-2.8	5.0	34.2	101.0	-1.4	-0.6	104.0
36	CCC(=O)c1cn(CC(=O)Nc2c(C)cccc2C)c2ccccc12	-5.6	8.9	-12.4	2.0	-13.2	99.0	2.4	2.3	100.0
37	Cc1cc(/C(N)=N/OC(=O)Nc2cccc(C(F)(F)F)c2)no1	-4.4	4.2	-6.7	-1.0	3.3	109.0	-0.4	-0.8	105.0
38	CCN(CC)S(=O)(=O)c1cccc(C(=O)N2CC(O)CC2C(=O)O)c1 (configuration not stated)	14.9	1.1	-1.1	6.0	15.6	110.0	-0.2	0.2	108.0
39	Cc1ccc(CCP(=O)(O)CN2CCOCC2)cn1	14.6	-12.8	2.3	-8.0	13.2	81.0	0.5	0.8	86.0
40	O=C(N/N=C/c1ccc2c(c1)OCO2)C(=O)Nc1ccccc1	-21.0	-5.8	-4.8	-9.0	23.7	93.0	0.8	0.4	95.0
41	Cc1sc(NC(=O)C2CCCO2)c(C(N)=O)c1C (configuration not stated)	-2.7	-16.6	-0.1	1.0	-8.3	99.0	-0.2	-0.1	100.0
42	Cc1ccsc1C=Nc1ccc(O)cc1	-8.1	5.8	/	0.0	10.2	103.0	-0.7	-1.1	98.0
43	N#CC1=C(S)N(c2ccccc2)C(c2ccc(-c3ccccc3Cl)o2)NC1=O (configuration not stated)	29.1	-6.9	1.6	-1.0	-4.9	108.0	-1.5	-0.6	96.0
44	CCOC(=O)CNC(=O)Cn1cnc2c(nnn2-c2ccc(OC)cc2)c1=O	2.7	-11.2	-8.2	0.0	30.8	100.0	0.6	-0.9	104.0
45	CSCc1ccc(C(=O)NCc2ccc(C)cc2)cc1	22.3	3.4	-4.5	0.0	2.6	103.0	-3.3	-0.3	103.0
46	COCc1cc(S(=O)c2ccc(Cl)cc2)nc(C)n1 (configuration not stated)	25.1	14.0	10.8	-1.0	-84.5	102.0	/	/	99.0
47	CCCC1CC(C)(c2csc(Nc3ccc(OCC)cc3)n2)OC1=O (configuration not stated)	13.1	12.6	-5.4	5.0	-4.7	107.0	-2.3	-0.8	107.0
48	O=C(c1ccco1)N1CCN(S(=O)(=O)Cc2ccc(Cl)cc2)CC1	7.9	-2.0	-0.7	1.0	29.3	105.0	2.3	1.8	99.0
49	COc1ccc2ccccc2c1C1NC(=O)NC(C)=C1[N+](=O)[O-] (configuration not stated)	2.9	-9.9	-6.8	6.0	44.2	99.0	0.6	0.7	103.0
50	CCOc1c(Cl)cc(CNCc2ccccn2)cc1OC	2.6	-2.1	8.4	1.0	22.8	94.0	0.5	0.1	99.0

# The list goes on:
no.	Compound	NALP1 yeast inh	GPR7 antag	GalR3 antagonist	MEKK2mut PB1 HTS	PHOSPHO1 block	MEKK3 PB1 HTS	OXTR agonist	V1aR counter	MEKK2wt PB1 HTS
51	COc1ccc(C2NCCc3c2[nH]c2ccccc32)cc1CSc1nc2ccccc2s1 (configuration not stated)	57.3*	8.6	4.5	13.0	8.3	112.0	8.0	2.7	134.0
52	CCOC(=O)c1cc(NC(=O)N(C(C)C)C(C)C)c(C)nc1C	12.4	3.4	-2.7	3.0	16.2	100.0	2.1	1.6	96.0
53	COc1cccc(NC(=O)CSc2nnc(CN3CCOCC3)n2C)c1	12.4	2.2	-0.3	-3.0	-6.4	104.0	0.3	0.5	100.0
54	C=CCOc1ccccc1CN1CCCC(CCC(=O)N(C)CCc2ccccn2)C1 (configuration not stated)	-3.1	-13.1	-2.4	1.0	28.2	101.0	-1.7	-0.1	104.0
55	O=C(CSc1nnc2n1CCCCC2)Nc1ccc(N2CCOCC2)cc1	/	-4.8	-6.8	-5.0	25.1	93.0	-0.3	-0.5	93.0
56	COC(=O)c1sccc1NS(=O)(=O)c1ccccc1	2.1	-6.9	-4.4	5.0	32.7	107.0	-1.6	-0.8	107.0
